# High-throughput results deposited in PubChem BioAssay by several laboratories.
# GSK3 alpha inh: human GSK-3 alpha kinase inhibition; ADP-Glo luminescence, 60 min; 320,000 tested, 0.1% active; inhibition, % at 10 µM; P49840;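 in the data active = inhibition above about 50%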;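 also: GST-tagged GSK-3 alpha with peptide substrate and 25 µM ATP; 0% = DMSO neutral wells and 100% = GW8510 positive control wells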
# Target sequence (P49840 whole entry, looked up): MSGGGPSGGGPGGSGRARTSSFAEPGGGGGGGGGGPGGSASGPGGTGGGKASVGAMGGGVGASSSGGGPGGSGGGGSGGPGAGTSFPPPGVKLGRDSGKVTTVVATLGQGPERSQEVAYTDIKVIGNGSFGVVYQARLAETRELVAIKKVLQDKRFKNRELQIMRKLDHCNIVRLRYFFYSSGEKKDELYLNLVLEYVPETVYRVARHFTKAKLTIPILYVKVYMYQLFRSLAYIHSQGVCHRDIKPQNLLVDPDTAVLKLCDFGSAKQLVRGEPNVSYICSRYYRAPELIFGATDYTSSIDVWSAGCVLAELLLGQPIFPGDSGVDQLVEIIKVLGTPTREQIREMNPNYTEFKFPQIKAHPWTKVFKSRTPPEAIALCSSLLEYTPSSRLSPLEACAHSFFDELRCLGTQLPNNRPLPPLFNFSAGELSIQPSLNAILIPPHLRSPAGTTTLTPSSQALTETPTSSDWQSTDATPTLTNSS
# KLF5 inhibitor: suppresses KLF5 promoter-driven expression; inhibition, % at 5 µM; 290,000 tested, 0.23% active; AID 1700; DLD-1 KLF5 promoter-luciferase reporter, luminescence;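 active = inhibition above a per-plate limit of that plate's mean compound inhibition plus 3 SD, cut at about 60% in these data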;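 also: 0% = DMSO wells and 100% = LY294002 at 200 µM; higher means less KLF5 promoter-driven luciferase light; inactives centre near -14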
# IEC-6 cytotox: kills IEC-6 intestinal cells in KLF5 counter-screen. IEC-6 cytotoxicity, luminescence viability. inhibition, % at 5 µM. 290,000 tested, 0.78% active. AID 1825; in the data active = inhibition above about 22%;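 also: 0% = plate median of test compound wells and 100% = cytotoxic reference compound wells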
# HSP90 refold inh: inhibitors of HSP90 luciferase refolding in rabbit reticulocyte lysate | 290,000 tested, 0.91% active | luciferase refolding luminescence, 3 h | inhibition, % at 5.6 µM | AID 1789;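 active = inhibition above the screen-wide mean plus 3 SD, computed separately per campaign, cut at about 16% in these data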;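 also: 0% = DMSO wells and 100% = 60 µM geldanamycin wells; inhibitors lower the luminescence because luciferase stays unfolded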
# HIF activator: HIF pathway transcriptional activation. U2OS HRE-luciferase reporter, luminescence; normalized: DMSO 0%, desferrioxamine 100%. activation, % at 7.5 µM (by protocol). 300,000 tested, 0.32% active;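 active = mean activation of at least 10% of the iron chelator positive control signal, with at least half of replicates also reaching 10%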
# HSF1 activator: increases HSF-1 driven luciferase reporter signal; NIH3T3-HGL HSF-1 luciferase reporter, MG132, 8 h; 100% = twice DMSO control signal; activation, % at 9 µM; 300,000 tested, 1.7% active;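 active = mean replicate activation of at least 50% with a set share of replicates each reaching 50%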;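 also: 0% = median of the neutral control wells and 100% = twice that signal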
# HSF1 inh: HSF1 inhibition; NIH3T3-HGL HSE-luciferase, MG132-induced, luminescence 8 h; active compounds read low; activity change, negative = inhibition, % at 7.5 µM (by protocol); 300,000 tested, 0.77% active;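 active = more than half of replicate wells show activity change below -50%, luminescence cut by over half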;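 also: luciferase reports HSF-1 transcriptional activity via heat shock element; 0% = median of DMSO wells and -100% = zero luminescence signal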
# AI-2 QS modul: modulates the Vibrio harveyi AI-2 quorum sensing system | 300,000 tested, 0.4% active | Vibrio harveyi JMH597 AI-2 luminescence/OD600 ratio, 9 h; active compounds read low; strain lacks LuxN and CqsS sensors; 0 = neutral-control median | activity change, % at 7.5 µM; in the data active = activity change below about -75%, passing the limit was not always enough;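 also: luminescence divided by OD600 gain over 9 h not by final OD600 alone; inactives centre near 13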
# GSK3beta inhib: human GSK3beta kinase inhibition. activity score (negative = inhibition), % at 10 µM. AID 2097. P49841. GST-GSK3beta kinase, ADP-Glo luminescence, 60 min; active compounds read low. 300,000 tested, 0.038% active;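 active = more than half of replicate wells score below -50%, meaning over 50% inhibition versus plate controls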;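 also: 0% = median DMSO wells and -100% = median GW8510 positive control wells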
# Target sequence (P49841 whole entry, looked up): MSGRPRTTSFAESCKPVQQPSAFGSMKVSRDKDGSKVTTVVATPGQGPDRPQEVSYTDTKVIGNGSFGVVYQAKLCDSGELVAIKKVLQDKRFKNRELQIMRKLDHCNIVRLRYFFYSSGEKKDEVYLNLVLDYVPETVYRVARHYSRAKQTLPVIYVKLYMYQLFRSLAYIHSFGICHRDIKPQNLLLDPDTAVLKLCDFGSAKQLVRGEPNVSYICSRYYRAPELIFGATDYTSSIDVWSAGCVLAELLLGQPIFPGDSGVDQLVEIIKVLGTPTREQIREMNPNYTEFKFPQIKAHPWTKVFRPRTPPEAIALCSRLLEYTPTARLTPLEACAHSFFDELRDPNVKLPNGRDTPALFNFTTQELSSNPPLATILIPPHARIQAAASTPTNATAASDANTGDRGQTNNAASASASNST
#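 test system = GST-tagged human GSK3beta kinase, cell-free | reagent = 25 µM ATP with peptide substrate | dosing = one dose of 10 µM per compound | schedule = 60 min reaction, RT | detection = luminescent ADP-Glo measurement of ADP formed | control set = DMSO neutral wells and GW8510 at 20 µM as positive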
# aSyn 5UTR inh: 5' untranslated region of α-synuclein, MLPCN primary screen; alpha-synuclein 5'UTR reporter, inhibitor activity; inhibition, % (tested at 7.5 µM); 300,000 tested, 0.82% active; in the data active = inhibition above about 60%;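 also: H4 neuroglioblastoma cells stably carrying SNCA 5'UTR luciferase fusion; 0% = DMSO wells and 100% = positive control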
# * marks the source's active call; other numbers are inactive results; nt = no result given.
SMILES,GSK3 alpha inh,KLF5 inhibitor,IEC-6 cytotox,HSP90 refold inh,HIF activator,HSF1 activator,HSF1 inh,AI-2 QS modul,GSK3beta inhib,aSyn 5UTR inh
CC(=O)N1CCN(c2ccc(NCc3ccccc3)cc2)CC1,0,-30,4,2,1.4,-18,1,13,-1,-22
COc1cc(/C=C/C(=O)NCC2CCCCC2)cc(OC)c1OC,-1,11,5,-1,-1.4,-14,-1,16,1,1
COc1ccc(C(=O)N=c2sc3ccccc3n2C)cc1OC,-1,-50,-3,1,nt,nt,nt,5,-1,nt
C=CCNC(=O)/C(C#N)=C/c1ccc(OS(=O)(=O)c2ccc(C)cc2)c(OC)c1,-1,-11,2,1,0.6,9,-10,37,1,-9
CC(=O)c1cccc(CN2CCC(n3nccc3NC(=O)CCOc3ccccc3)CC2)c1,-3,-26,-2,1,-0.2,-18,-6,15,3,2
Cc1ccc(CSc2nnc(-c3ccncc3)o2)c(C)c1,5,-29,2,-1,-0.1,15,12,-5,0,-17
O=C(O)CCc1nn2c3ccccc3nc2n(CCN2CCCCC2)c1=O,-2,-11,-5,0,-0.1,-8,1,10,0,-6
Cc1sc2nc(CN3CCOCC3)nc(N3CCC(C(N)=O)CC3)c2c1C,2,3,-2,1,-0.4,-1,-6,15,-2,24
CC1(C)Oc2ccc(C(=O)Nc3ccccc3F)cc2N(CC(=O)N2CCOCC2)C1=O,6,-51,-2,3,1.0,-2,-3,16,1,-28
COc1ccccc1Cn1c(-c2ccco2)nc2nc3ccccc3nc21,-2,-15,-6,-1,1.8,-28,-17,6,-19,-26
CC(=O)Nc1cc(C(F)(F)F)ccc1OCCOc1ccccc1,-1,-34,4,-1,1.0,-2,-9,23,-1,14
COc1ccc(OCCNC(=O)CSc2ccc(C(F)(F)F)cc2[N+](=O)[O-])cc1,0,9,-1,1,-0.9,-13,8,10,-1,30
O=C(c1cnn2c(C(F)(F)F)cc(-c3ccco3)nc12)N1CCCc2ccccc21,-1,21,-2,-3,-0.3,-9,2,0,5,2
CNc1nc(OCC#N)nc(N2CCCCC2)n1,-1,3,-3,-3,-0.1,-9,-16,2,3,20
COc1ccc(-c2c/c(=N\c3nc(-c4ccccc4)c(C)s3)c3ccccc3o2)cc1O,-2,4,-5,2,0.2,-33,-16,6,0,75*
COc1ccc(-c2noc(CN(C(=O)c3c(-c4ccccc4Cl)noc3C)C(C)C)n2)cc1,0,-16,0,7,-0.2,15,10,-5,-2,6
Oc1ccc(CNc2ccccc2O)cc1,12,-69,3,1,0.4,40,16,17,-3,-62
COc1cccc(-c2ccc(NC(=O)C3CCCN(Cc4nccn4C)C3)cc2)c1 (stereo unspecified),-4,-37,5,-4,1.1,17,14,5,2,-36
C(=N\N1CCN(c2ccccn2)CC1)/c1ccco1,0,-33,2,1,1.0,10,15,19,3,-34
CC(=O)C1=C(O)C(=O)N(CCCn2ccnc2)C1c1ccc(C)cc1 (stereo unspecified),0,7,2,-2,0.0,-1,1,23,-1,-13
COc1ccc2c(C)cc3nnnn3c2c1,-1,-24,-1,2,-0.1,2,-2,13,-2,11
CC(C)CNC(=O)COC(=O)c1ccc2c(c1)C(=O)N(Cc1ccco1)C2=O,-1,8,-6,1,0.0,-2,-6,14,0,0
CCC(=O)Nc1cc(ON=C(C)C)cc([N+](=O)[O-])c1,-2,-18,8,1,-0.2,7,-5,26,0,7
Cc1[nH]c2ccccc2c1C(=O)C(=O)NCCCn1ccnc1,-8,-28,0,-6,-0.2,36,19,14,-1,17
CCOC(=O)/C(=C\c1cccnc1)C(=O)c1cc(C(C)=O)c(Nc2ccccc2)s1,-1,-13,1,2,0.4,-94,-93*,50,-1,83*
SMILES,GSK3 alpha inh,KLF5 inhibitor,IEC-6 cytotox,HSP90 refold inh,HIF activator,HSF1 activator,HSF1 inh,AI-2 QS modul,GSK3beta inhib,aSyn 5UTR inh
CCc1ccccc1NC(=O)CSc1nc(C)c(C)o1,nt,-11,0,11,0.2,-11,-1,11,-3,19
O=[N+]([O-])c1ccc(N2CCOCC2)c(S(=O)(=O)N2CCOCC2)c1,0,-13,-1,5,-0.2,-2,-8,18,0,-15
C=CCn1c(SCCC(=O)O)nnc1-c1cccs1,-5,-32,3,-3,-0.1,-18,4,42,-1,-19
CCCCN(C)CCCNC(=O)c1ccc2c(c1)NC(=O)C(N1CCOCC1)S2 (stereo unspecified),-1,-27,-3,0,-0.1,19,4,-4,3,-1
COc1ccc(N2CCOCC2)c(NC(=O)c2ccc3c(c2)OCO3)c1,0,-37,2,-1,-1.0,-8,-11,9,2,2
CCCCOc1ncnc2c1[nH]c1ccccc12,-2,-23,4,-2,2.6,10,6,0,1,-81
Cc1onc(-c2ccccc2)c1C(=O)N/N=C/C(Br)=C/c1ccccc1,-1,-15,10,5,nt,nt,nt,22,-1,-37
CS(=O)(=O)N1CCC(C(=O)Nc2ccc(C(F)(F)F)cc2)CC1,-2,-4,0,2,0.3,3,-4,14,3,-2
Cc1nc(N2CCN(Cc3ccccc3)CC2)[nH]c(=O)c1C,9,-31,3,3,-1.1,0,-3,22,1,8
Cc1cccc(OCCCCCN2CCOCC2)c1,1,-36,2,0,1.4,17,-2,26,2,-16
Cn1c(=O)[nH]c(=O)c2c1nc(N1CCOCC1)n2CCc1ccccc1,-1,-13,-6,-6,-0.2,2,3,2,3,-17
CCN(Cc1ccccc1)C(=O)CS(=O)(=O)c1ccccc1,-3,-3,-4,0,-0.4,-3,-1,8,-1,-13
Cc1ccc2nc3c(cc(C(=O)NCCN4CCOCC4)c(=N)n3CCCN3CCOCC3)c(=O)n2c1,-4,-20,4,0,0.3,14,-3,11,-5,-4
N#Cc1ccc(-c2ccco2)nc1SCC(=O)c1ccc(Cl)cc1,4,-10,-12,2,0.0,24,6,5,1,2
O=C(CSc1nccc(-c2cccs2)n1)Nc1cccc(Cl)c1,-1,-11,-4,4,-0.6,16,-1,15,-6,15
Cc1ccc(NC(=O)c2ccc3ccccc3n2)cc1S(=O)(=O)N(C)C,-2,-12,2,-1,5.4,16,28,-2,1,-121
COc1ccc(CCNC(=O)c2cccc(Br)c2)cc1OC,1,9,7,-4,-2.2,0,-3,23,2,9
Nc1ccc(Cl)cc1C(=O)OCC(=O)NC1CCS(=O)(=O)C1 (stereo unspecified),-4,-9,3,3,-0.6,-6,-5,10,0,2
O=C(c1nc2ccccn2c1CNCCCn1ncc2ccccc21)N1CCOCC1,-2,-12,0,3,0.2,-4,-3,30,-1,-28
CC1(C)SC(=S)N(NC(=O)Nc2cccc3ccccc23)C1N(O)C(=O)Nc1ccccc1 (stereo unspecified),-5,-11,-1,3,-0.1,-6,-5,47,4,-88
CCCCN(c1ccc(C(=O)OC)cc1)S(=O)(=O)c1ccccc1,-4,-11,5,0,-0.2,7,8,9,0,-10
Cc1cnc(C(=O)OCC(=O)c2ccc(Cl)cc2)cn1,-3,17,-5,3,0.5,-2,-4,1,-1,6
COCCNC(=O)c1ccc2c3n(nc2c1)-c1ccc(Cl)cc1CO3,5,nt,nt,nt,3.3,-1,7,13,0,-164
Cc1ccc(OCCNC(=O)/C=C/c2ccc([N+](=O)[O-])cc2)cc1C,-1,-11,0,2,0.2,12,0,43,1,9
CCc1cc2c(=O)nc3n(c2s1)Cc1ccccc1/C3=C(/O)c1cccc([N+](=O)[O-])c1,0,-2,1,2,1.4,8,-3,nt,nt,-19
SMILES,GSK3 alpha inh,KLF5 inhibitor,IEC-6 cytotox,HSP90 refold inh,HIF activator,HSF1 activator,HSF1 inh,AI-2 QS modul,GSK3beta inhib,aSyn 5UTR inh
C=CCc1cccc(CNc2ccc(Br)cc2)c1O,1,-3,7,5,0.4,22,17,4,2,-2
COc1ccc(CCNC(=O)c2cnc(Cl)c(Cl)c2)cc1,-2,-10,-2,-1,-1.0,-6,-3,9,-1,-3
O=[N+]([O-])C(/C=C(\Cl)[N+](=O)[O-])=C1N(Cc2ccc(Cl)nc2)CCN1Cc1ccc(Cl)nc1,-5,-18,9,3,-0.6,nt,nt,22,-4,13
Cc1ccc(C)c(OCC(O)CN2CCC(C)CC2)c1C (stereo unspecified),-4,3,-4,-2,-0.2,6,-1,15,-2,12
Cc1[nH]c2ccccc2c1C(c1ccncc1)N1CCN(c2ccc(F)cc2)CC1 (stereo unspecified),-1,12,4,2,0.3,-13,3,19,-6,-19
CC(C)OCCCNC(=O)Cc1ccc(F)cc1,-3,-18,-2,-2,-0.3,14,-5,14,-1,9
CCOC(=O)N1CCN(C(=O)c2ccc3c(c2)N(Cc2cc(C)ccc2C)C(=O)c2ccccc2S3=O)CC1 (stereo unspecified),1,2,11,2,-0.8,0,4,6,-1,38
CC1=NN(c2ccccc2)C(=O)/C1=C/C=C/c1ccc(N(C)C)cc1,nt,-5,-2,-7,-1.1,-8,-7,32,-2,-26
CSCC[C@H](NC(=O)c1cc([N+](=O)[O-])ccc1Cl)c1nc2ccccc2[nH]1,20,-19,5,-4,0.0,21,1,0,2,-7
O=C1CCCN1CCCNc1ncnc2c1[nH]c1ccccc12,5,8,5,-3,-0.1,-6,5,22,-1,-59

# 9 neighbouring records from above:
SMILES,GSK3 alpha inh,KLF5 inhibitor,IEC-6 cytotox,HSP90 refold inh,HIF activator,HSF1 activator,HSF1 inh,AI-2 QS modul,GSK3beta inhib,aSyn 5UTR inh
Cc1ccc(OCCNC(=O)/C=C/c2ccc([N+](=O)[O-])cc2)cc1C,-1,-11,0,2,0.2,12,0,43,1,9
CCc1cc2c(=O)nc3n(c2s1)Cc1ccccc1/C3=C(/O)c1cccc([N+](=O)[O-])c1,0,-2,1,2,1.4,8,-3,nt,nt,-19
C=CCc1cccc(CNc2ccc(Br)cc2)c1O,1,-3,7,5,0.4,22,17,4,2,-2
COc1ccc(CCNC(=O)c2cnc(Cl)c(Cl)c2)cc1,-2,-10,-2,-1,-1.0,-6,-3,9,-1,-3
O=[N+]([O-])C(/C=C(\Cl)[N+](=O)[O-])=C1N(Cc2ccc(Cl)nc2)CCN1Cc1ccc(Cl)nc1,-5,-18,9,3,-0.6,nt,nt,22,-4,13
Cc1ccc(C)c(OCC(O)CN2CCC(C)CC2)c1C (stereo unspecified),-4,3,-4,-2,-0.2,6,-1,15,-2,12
Cc1[nH]c2ccccc2c1C(c1ccncc1)N1CCN(c2ccc(F)cc2)CC1 (stereo unspecified),-1,12,4,2,0.3,-13,3,19,-6,-19
CC(C)OCCCNC(=O)Cc1ccc(F)cc1,-3,-18,-2,-2,-0.3,14,-5,14,-1,9
CCOC(=O)N1CCN(C(=O)c2ccc3c(c2)N(Cc2cc(C)ccc2C)C(=O)c2ccccc2S3=O)CC1 (stereo unspecified),1,2,11,2,-0.8,0,4,6,-1,38
